# M4 ag: CHRM4 agonism in calcium assay | P08173 | CHO-K1 hM4/Gqi5, Fluo-8 calcium fluorescence; vehicle 0%, full acetylcholine response 100% | activation, % at 3 µM | 360,000 compounds, 0.14% hits;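 active = activation above the run mean over all test wells plus 3 SD, cut at about 32% in these data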;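 also: peak over basal fluorescence ratio per well then scaled between controls; 0% = DMSO wells and 100% = acetylcholine at EC100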
# CHRM5 PAM: positive allosteric modulators of human muscarinic M5 receptor. P08912. CHO-K1 hM5, Fluo-8 calcium, ACh EC20 PAM; 0% = ACh EC20, 100% = ACh EC100. activation, % at 3 µM. 360,000 compounds, 0.3% hits. AID 624038;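 active = activation above the run cutoff, the mean activation of all test compounds plus 3 SD, cut at about 18% in these data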
#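 Replicates: One well per compound, no replicates | System: Human M5 receptor in CHO-K1 cells | Benchmarks: Low control EC20 acetylcholine (0%), high control EC100 acetylcholine (100%) | Probe or stimulus: Acetylcholine, EC20 level | Times: Fluo-8 loading 80 min at 37 °C plus 30 min room temperature | Signal: Intracellular calcium via Fluo-8 fluorescence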
# M1 antag: antagonists of human M1 muscarinic receptor; P11229; CHO-K1 hM1, Fluo-8 calcium fluorescence, ACh EC80 antagonist; inhibition, % at 3 µM; 360,000 compounds, 1.3% hits; AID 588852;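 active = percent inhibition above its own plate's cutoff, namely the mean of that plate's compound wells plus 3 SD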;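 also: peak over basal fluorescence ratio during 140 s after agonist addition; 0% = ACh EC80 plus DMSO and 100% = DMSO alone without agonist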
# CHRM4 antagonist: blocks acetylcholine activation of human M4 receptor; 360,000 compounds, 0.73% hits; inhibition, % at 3 µM; P08173; AID 624125; CHO-hM4 cells, ACh EC80, Fluo-8 calcium fluorescence;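 active = inhibition above its plate's cutoff, the mean inhibition of sample wells plus 3 SD, cut at about 27% in these data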;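 also: 0% = acetylcholine EC80 with DMSO and 100% = DMSO without agonist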
# M5 antag: antagonists of human muscarinic M5 receptor (CHRM5) | P08912 | CHO-hM5 cells, Fluo-8 calcium fluorescence, ACh EC80 | AID 624040 | inhibition, % at 3 µM | 360,000 compounds, 0.59% hits;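 active = inhibition above a per-plate cutoff, the mean of that plate's test compounds plus 3 SD, cut at about 27% in these data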;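 also: 0% = acetylcholine EC80 with DMSO and 100% = DMSO without agonist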
# M5 ag: CHRM5 agonism in calcium assay | P08912 | CHO-K1 hM5 cells, Fluo-8 calcium fluorescence; 0% DMSO wells, 100% maximal acetylcholine response | activation, % at 3 µM | 360,000 compounds, 0.19% hits | AID 624037;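 active = activation above the run's mean over test compounds plus 3 SD, cut at about 23% in these data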;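 also: signal is peak over basal fluorescence ratio across the kinetic read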
# CHRM1 PAM: human CHRM1 positive allosteric modulation. 360,000 compounds, 0.088% hits. AID 588819. P11229. activation, % at 3 µM. CHO-K1 hM1, Fluo-8 calcium fluorescence, ACh EC20; 0% = ACh EC20, 100% = maximal ACh; in the data active = activation above about 19%, passing the limit was not always enough
# CHRM1 agonist: agonists of human M1 muscarinic receptor | CHO-K1 hM1, Fluo-8 calcium fluorescence, agonist mode; 0% DMSO, 100% acetylcholine EC100 | activation, % at 3 µM | 360,000 compounds, 0.33% hits | AID 588814;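 active = activation above the run's mean compound activation plus 3 SD, cut at about 16% in these data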;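 also: peak over basal fluorescence ratio within a 140 s kinetic read after compound addition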
# TAAR1 ag: human TAAR1 agonism; Q96RJ0; CHO RD-HGA16 TAAR1, Fluo-8 calcium fluorescence; vehicle wells 0%, saturating PEA agonist 100%; activation, % at 3 µM; 360,000 compounds, 0.99% hits;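 active = activation above the mean activation of all test compounds in the run plus 3 SD, cut at about 38% in these data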
# Target sequence (Q96RJ0 whole entry, looked up): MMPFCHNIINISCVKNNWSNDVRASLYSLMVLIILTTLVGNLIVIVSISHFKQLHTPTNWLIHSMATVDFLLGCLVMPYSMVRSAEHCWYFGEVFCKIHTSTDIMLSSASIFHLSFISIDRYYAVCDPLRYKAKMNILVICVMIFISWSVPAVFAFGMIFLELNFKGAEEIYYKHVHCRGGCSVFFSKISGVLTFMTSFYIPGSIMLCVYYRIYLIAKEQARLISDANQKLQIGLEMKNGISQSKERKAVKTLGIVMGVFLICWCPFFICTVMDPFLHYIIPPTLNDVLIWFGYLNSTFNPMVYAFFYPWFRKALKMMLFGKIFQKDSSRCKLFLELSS
#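 Test system: RD-HGA16 (CHO) cells co-expressing Gα16 and hTAAR1 / Benchmarks: DMSO vehicle as 0%, PEA at EC100 as 100% / Repeats: no replicates (n 1) / Measure: % activation from peak over basal fluorescence ratio, DMSO-to-PEA scaled / Timing: 17-24 h plating, Fluo-8 75 min 37 °C, 30 min RT / Technique: kinetic Fluo-8 calcium fluorescence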
# The depositor's hits bear a star. These rows are one share of the data; rates above refer to the full screens.
SMILES,M4 ag,CHRM5 PAM,M1 antag,CHRM4 antagonist,M5 antag,M5 ag,CHRM1 PAM,CHRM1 agonist,TAAR1 ag
CCN(CC)CCCOC(=O)C(OC(C)C)(c1ccccc1)c1ccccc1,6,-22,102*,83*,98*,-4,-32,-10,17
COc1ccc2c(c1)/C(=C/c1cnc[nH]1)C(=O)N2,1,6,-18,-3,-10,0,-5,-4,2
CC(Cc1ccccc1)NC(N)=O (stereo not drawn),-1,-4,-5,9,14,-3,2,-3,3
c1ccc(C(c2ccccc2)c2ccncc2)cc1,5,-38,70*,42*,37*,-11,-28,-6,5
O=C(OCCN1CCOCC1)C1(c2ccccc2)CCCC1,1,-14,36*,-3,14,-9,-35,-14,3
COc1cc(/C=C/c2nc3ccccc3c(=O)n2-c2ccccc2O)ccc1O,22,-13,17,25,26,3,-8,-2,13

# Entries of single compounds from above. Order of screens: M4 ag, CHRM5 PAM, M1 antag, CHRM4 antagonist, M5 antag, M5 ag, CHRM1 PAM, CHRM1 agonist, TAAR1 ag
# O=C(OCCN1CCOCC1)C1(c2ccccc2)CCCC1 across the screens: 1, -14, 36*, -3, 14, -9, -35, -14, 3
# c1ccc(C(c2ccccc2)c2ccncc2)cc1 across the screens: 5, -38, 70*, 42*, 37*, -11, -28, -6, 5

# Sorted by length of the SMILES (high to low): part of the list above
SMILES,M4 ag,CHRM5 PAM,M1 antag,CHRM4 antagonist,M5 antag,M5 ag,CHRM1 PAM,CHRM1 agonist,TAAR1 ag
COc1ccc2c(c1)/C(=C/c1cnc[nH]1)C(=O)N2,1,6,-18,-3,-10,0,-5,-4,2
O=C(OCCN1CCOCC1)C1(c2ccccc2)CCCC1,1,-14,36*,-3,14,-9,-35,-14,3
c1ccc(C(c2ccccc2)c2ccncc2)cc1,5,-38,70*,42*,37*,-11,-28,-6,5
